# KB-3-1 tox: kills parental KB-3-1 adenocarcinoma cells; KB-3-1 viability, CellTiter-Glo ATP luminescence, 72 h; Potency, µM (titrated, usually from 46.1 µM), for inactives: top-dose activity change, negative = cytotoxic, actives largely listed as cytotoxic; hit rate 1.4% among 400,000; also: potency is read from the fitted curve at half-maximal effect; % is scaled to controls: 0 for no effect and ±100 for the full control effect; nearly all actives have a fitted effect of over 60% in size
#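 Screening of KB-3-1 cells (DMEM, 10% FBS, phenol-red free) ran from lowest to highest compound concentration; after 72 h at 37 °C viability was read luminescently and curves fitted.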
# GLP1R cytotox: cytotoxicity counter-screen for GLP-1 receptor inverse agonists; HEK293 cAMP-luciferase reporter cells, luminescence, 24 h; hit rate 0.13% among 410,000; Potency, µM (titrated, usually from 38.3 µM), for inactives: at the top dose activity change, negative = inhibition, actives largely listed as inhibitors;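 also: loss of luciferase light is scored as toxicity; potency is read from the fitted curve at half-maximal effect; % is scaled to controls: 0 for no effect and ±100 for the full control effect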
#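 MLSMR compounds, 24 hr on cells at 37 deg C/5% CO2; luminescence after luciferase reagent (12 min RT). Inhibition counted as the undesired cytotoxic outcome.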
# D3 ag: activates the human D3 dopamine receptor. P35462. D3R DiscoveRx beta-arrestin cells, luminescence, 90 min. max activation, %. hit rate 0.58% among 410,000. AID 652048; in the data active = max activation above about 30%; also: 0% is about no effect; mostly tested at two doses, the higher about 12 µM
# Target sequence (P35462 whole entry, looked up): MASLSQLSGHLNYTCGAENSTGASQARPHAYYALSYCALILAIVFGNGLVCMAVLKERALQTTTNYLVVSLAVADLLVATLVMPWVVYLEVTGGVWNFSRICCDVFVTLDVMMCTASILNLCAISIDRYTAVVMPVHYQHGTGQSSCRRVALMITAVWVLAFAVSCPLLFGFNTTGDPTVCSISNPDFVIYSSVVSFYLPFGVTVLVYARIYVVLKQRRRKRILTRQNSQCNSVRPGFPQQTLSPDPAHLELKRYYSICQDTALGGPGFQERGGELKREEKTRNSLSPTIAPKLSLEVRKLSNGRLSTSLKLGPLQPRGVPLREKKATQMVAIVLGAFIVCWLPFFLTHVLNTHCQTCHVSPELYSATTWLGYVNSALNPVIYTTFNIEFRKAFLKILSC
#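 Agonist mode: compounds and dopamine controls were applied to plated cells for 90 min at 37 degrees C after an overnight attachment at 1500 cells/well. Luminescent read-out followed 30 - 60 minutes at room temperature with DiscoveRx detection reagent.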
# HT1080 IDH1KD tx: HT-1080 IDH1 knockdown cell toxicity (counter line) | HT-1080 IDH1 knockdown viability, ATP luminescence, 48 h | Potency, µM (top dose mostly 46.1 µM), without a hit: at the highest dose activity, negative = toxicity, usual class: cytotoxic | hit rate 2% among 360,000;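 also: potency is read from the fitted curve at half-maximal effect; 0% = DMSO wells and -100% = cell-free medium wells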
#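 HT-1080-IDH1KD cells (IDH1 knocked down), 750/well in RPMI with 5% FBS, treated with compound 48 h at 37 degrees C. Viability by CellTiter-Glo luminescence, normalised to DMSO and no-cell wells; concentration-response curves classed.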
# MCF10A rereplic: induces DNA re-replication in MCF 10a normal breast cells | hit rate 2.9% among 350,000 | MCF 10A DNA re-replication, Hoechst nuclear intensity, 48 h | Potency, µM (titrated, usually from 46.1 µM), for inactives: at the highest dose activity, positive = re-replication, usual class: activators; also: potency is read from the fitted curve at half-maximal effect; % of control where 0% means no effect; nearly all actives have a fitted effect of over 50% in size
# SW480 rereplic: induces DNA re-replication in SW480 colon adenocarcinoma cells | SW480 DNA re-replication, Hoechst DNA content imaging, 48 h | Potency, µM (titrated, usually from 46.1 µM), inactives show at the highest dose re-replication activation, most hits filed as activators | hit rate 1.8% among 340,000 | AID 624297; also: potency is read from the fitted curve at half-maximal effect; % of control where 0% means no effect; nearly all actives have a fitted effect of over 55% in size
#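 Cells (250 per well) received 23 nL compound or DMSO by pin tool and were kept 48 hr at 37 C, 5% CO2. Nuclei were then stained with Hoechst for 40 min and scanned for DNA content.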
# IL-1B inflam inh: blocks inflammasome-driven IL-1 beta release. hit rate 4.7% among 360,000. THP-1 LPS/ATP IL-1B secretion, AlphaLISA, 16 h; stronger effect = lower value. activity change, % at 57.5 µM. AID 743279; in the data active = activity change below about -50%; inconclusive = mostly about -30% to -49%; also: % is scaled to controls: 0 for no effect and ±100 for the full control effect
#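 THP-1 cells pretreated 1 hr with compounds (up to 57.5 uM final), then stimulated with LPS (250 ng/mL final) plus ATP (1.25 mM final); secreted IL-1B measured by AlphaLISA after 16 hr, decreased signal indicating inhibition.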
# KB-V1 cytotox: KB-V1 MDR subline cytotoxicity | KB-V1 MDR cells viability, CellTiter-Glo, 72 h | Potency, µM (highest dose often 46.1 µM), inactives show at the top dose activity change, negative = cytotoxicity, hits mostly cytotoxic | hit rate 3.4% among 400,000 | AID 1347076; also: potency is read from the fitted curve at half-maximal effect; % is scaled to controls: 0 for no effect and ±100 for the full control effect; nearly all actives have a fitted effect of over 60% in size
#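 Cytotoxicity toward P-gp-expressing KB-V1 cells was determined as loss of CellTiter-Glo luminescence after 72 h at 37 degrees C. Compounds were tested in quantitative HTS format across a concentration range, with curves fitted to normalized data.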
# HT1080-NT tox: kills 2HG-producing HT-1080-NT fibrosarcoma cells; HT-1080-NT fibrosarcoma viability, CellTiter-Glo ATP luminescence, 48 h; Potency, µM (top dose mostly 46.1 µM), without a hit: at the top dose activity, negative = less viability, hits mostly cytotoxic; hit rate 1.6% among 360,000;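 also: NT is the 2HG producing partner of a matched IDH1 knockdown line; potency is read from the fitted curve at half-maximal effect; 0% = DMSO-treated cells and -100% = media-only wells without cells; nearly all actives have a fitted effect of over 55% in size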
#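 A 48-hour cytotoxicity screen used HT-1080-NT cells plated 2 hours before compound delivery. ATP-based CellTiter-Glo luminescence measured viability, normalized to DMSO and no-cell controls.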
# The depositor's hits bear a star; i = inactive; u = inconclusive; x = not tested or not shown; [ ] = another dose, or the depositor's remark. Unless noted, calls follow the shape of the dose curve; as a rule, active = well fitted curve in the direction sought with a large enough effect; inconclusive = small, poorly fitted or top-dose-only effect, or another doubt; inactive = no such curve, though single readings can be large; an effect the other way counts as inactive or inconclusive.
SMILES,KB-3-1 tox,GLP1R cytotox,D3 ag,HT1080 IDH1KD tx,MCF10A rereplic,SW480 rereplic,IL-1B inflam inh,KB-V1 cytotox,HT1080-NT tox
CCc1c(C)nc2ccc(Br)cc2c1Cl,1%,12%,5,6%,u,-2%,-4,5%,16%
Cc1ccc(C(=O)NC2CC2)cc1S(=O)(=O)N1CCOCC1,-1%,6%,-6,9%,-7%,-5%,-12,0%,2%
CCN(CC)CCNC(=O)C1CCN(c2cc(C)nc3c(-c4ccc(Cl)cc4)c(C)nn23)CC1,u,26%,-2,x,x,x,x,-8%,x
O=C(NCc1ccco1)/C(=C\c1ccco1)NC(=O)c1cccs1,6%,-14%,4,-1%,-35%[inhibitor],-18%,1,7%,6%
O=C(CN1C(=O)NC2(CCCCCCC2)C1=O)N1CCOCC1,12%,-26%,18,7%,-4%,-7%,8,-3%,4%
Cc1nc(N)nc(N)c1/C=C/C(C)(C)c1ccc(Cl)cc1,u,u,2,0.0082µM*,u,5%,-106*,u,0.029µM*
COc1ccccc1NC(=O)Nc1cccc(C)n1,21µM*,-3%,10,16%,6%,0%,-9,u,23%
CC(=O)Nc1nc(SCc2cccc3ccccc23)n[nH]1,6%,-8%,0,-10%,1%,-4%,16,8%,2%
CC1=NOC2(C1)N(C)c1ccccc1C2(C)C (stereo not given),4%,-17%,-12,-1%,-6%,-3%,0,6%,3%
Cc1ccc2cc(CN(CCCO)S(=O)(=O)c3cccc4nsnc34)c(=O)[nH]c2c1,1%,-17%,-4,2%,2%,22%,1,-32%,2%
COc1ccc(OC)c(-n2c(-c3cnccn3)n[nH]c2=S)c1,-5%,-5%,3,0%,1%,-6%,0,16%,-4%
O=S1(=O)CC(N2CCN(c3ccccn3)CC2)CN1Cc1ccccc1 (stereo not given),-11%,11%,7,9%,x,x,-15,-2%,27%
c1ccc(C2=Nn3c(Cn4nnc5ccccc54)nnc3SC2)cc1,3%,u,10,1%,u,-95%[inhibitor],-1,-23%,6%
CN(Cc1ccnc2ccccc12)C(=O)C1CCC(=O)N(Cc2ccccc2F)C1 (stereo not given),2%,-13%,2,16%,8%,0%,i,u,7%
Cc1cccc(-n2ccnc2SCC(=O)Nc2cc(C)on2)c1,5%,-11%,7,15%,-13%,-9%,-19,2%,18%

# Part of the list above, tab-delimited.
canonical_smiles	KB-3-1 tox	GLP1R cytotox	D3 ag	HT1080 IDH1KD tx	MCF10A rereplic	SW480 rereplic	IL-1B inflam inh	KB-V1 cytotox	HT1080-NT tox
O=C(CN1C(=O)NC2(CCCCCCC2)C1=O)N1CCOCC1	12%	-26%	18	7%	-4%	-7%	8	-3%	4%
Cc1nc(N)nc(N)c1/C=C/C(C)(C)c1ccc(Cl)cc1	u	u	2	0.0082µM*	u	5%	-106*	u	0.029µM*

# Going on with the list:
SMILES,KB-3-1 tox,GLP1R cytotox,D3 ag,HT1080 IDH1KD tx,MCF10A rereplic,SW480 rereplic,IL-1B inflam inh,KB-V1 cytotox,HT1080-NT tox
Cc1cccc[n+]1CC(=O)Nc1ccccc1,26%,0%,0,3%,4%,-6%,17,19%,20%
Cc1ccc(Cc2c(-c3ccc(Cl)cc3)nc3cc(C)c(Br)c(C)n23)cc1,0%,-9%,-11,-6%,x,x,0,-10%,-6%
Cc1csc(NC(=O)C2CCN(S(=O)(=O)c3ccc4c(c3)oc(=O)n4C)CC2)n1,u,3%,9,9%,7%,4%,15,-1%,-1%
CCOCCc1nn2c(=O)cc(CSCC(=O)Nc3cccc(C)c3C)nc2s1,-1%,5%,4,4%,-1%,-2%,-4,15%,1%
CCN1CCN(C(=O)CCN2C(=O)COc3ccc(C)cc32)CC1,-5%,-16%,-7,-2%,1%,-8%,3,3%,1%
O=C(NN=Cc1ccc2c(c1)CCC2)c1cccc([N+](=O)[O-])c1,-2%,-19%,-4,-8%,x,x,-9,-13%,1%
Cc1cc(SCC(=O)N(C)C2CCS(=O)(=O)C2)nc2c(C)cccc12 (stereo not given),0%,0%,2,0%,6%,-1%,-11,u,-10%
Cc1c(NC(=O)CN2C(=O)NC(C)(c3ccccc3)C2=O)c(=O)n(-c2ccccc2)n1C (stereo not given),-13%,-5%,-7,0%,-7%,5%,0,0%,8%
CCOC(=O)c1sc2nc(SCC#N)n(CCCN3CCCC3=O)c(=O)c2c1C,u,-5%,-7,7%,21%,13%,u,-24%,1%
CCc1nc2ccc(C(=O)NCCCN3CCCC3=O)cn2c1N(CC)CCOC,0%,-1%,6,u,x,x,5,4%,13%
COc1cccc(CN2CCN(Cc3ccc4c(c3)OCCO4)CC2CCO)c1 (stereo not given),20%,7%,-13,-3%,-2%,0%,-14,u,0%
CC(=O)NC(c1ccc(Cl)cc1Cl)c1ccc2cccnc2c1O (stereo not given),u,u,1,u,u,11%,154,0%,u
Cc1cc(NC(=O)CSc2ccc(-c3ccc(F)cc3)nn2)no1,-1%,-1%,2,1%,0%,-6%,64,u,-2%
COc1ccc(-c2csc(NC(C)c3nc4cc(C(=O)NCCCO)ccc4n3Cc3ccc(C)cc3)n2)cc1 (stereo not given),u,-8%,-15,-25%,13%,4%,-9,8%,u
CC(NC(=O)c1ccco1)C(=O)N1CCN(S(=O)(=O)c2ccccc2C#N)CC1 (stereo not given),5%,1%,2,-1%,-5%,5%,16,u,10%
CC(=O)NC(Cc1ccccc1F)C(=O)NC1CCN(C(=O)c2cnccn2)CC1 (stereo not given),-3%,12%,-13,2%,-3%,-1%,11,17%,17%
CCN(CC(=O)Nc1cc(Cl)ccc1C)C(=O)c1nc2nc(C)cc(C)n2n1,-23%,-13%,-12,-4%,u,2%,14,-77%,-6%
Cc1ccc(N2N=C(C(=O)O)CCC2=O)cc1Cl,15%,2%,-3,0%,5%,-13%,12,u,-12%
O=C(O)CCCN1C(=O)/C(=C/c2cn(-c3ccccc3)nc2-c2cccs2)SC1=S,-1%,4%,-6,u,u,-49%[inhibitor],0,u,u
O=S(=O)(N[C@H](CO)c1ccccc1)c1ccc(Br)cc1F,1%,-3%,13,3%,2%,-5%,28,9%,13%
CC(C)Cn1c(-c2ccc(S(=O)(=O)N3CCCC3)cc2)csc1=Nc1ccccc1,u,3%,-9,x,x,x,x,-17%,x
COc1ccc(CCNC(=O)CN(c2ccccc2)S(=O)(=O)N(C)C)cc1,1%,-9%,-17,x,x,x,x,u,x
COc1ccc(NS(=O)(=O)c2cc(NC(=O)c3ccc(C)o3)ccc2N2CCCCC2)cc1,-15%,-13%,-3,-10%,6%,2%,-12,-14%,-4%
Cc1ccc(S(=O)(=O)N2CCN(C(=O)COC(=O)/C=C/c3ccc(F)cc3)CC2)c(C)c1,2%,3%,13,14%,5%,-64%[inhibitor],-12,12%,9%
O=C(Nc1ncnc2c1ncn2[C@@H]1O[C@H](/C=C/C(=O)N2CCN(c3ccc(F)cc3)CC2)[C@@H](O)[C@H]1O)c1ccccc1,0%,1%,3,13%,x,x,u,12%,8%
COC(=O)c1ccc(CSc2cc(C)c3cc(C)cc(C)c3n2)o1,-4%,17%,11,0%,-7%,5%,0,-26%,-10%
O=C(Nc1ccc(S(=O)(=O)Nc2nccs2)cc1)c1cc(-c2ccccn2)nc2ccccc12,-1%,-8%,-3,6%,-2%,4%,-4,-2%,-12%
O=C(c1ccco1)N1CCN(S(=O)(=O)c2ccc(C3CCCCC3)cc2)CC1,-27%,-3%,6,-24%,10%,-2%,19,u,-16%
CC(C)CCN1C(=O)c2ccc(C(=O)Nc3c[nH]c(=O)[nH]c3=O)cc2C1=O,22%,-2%,5,-1%,-2%,-95%[1.84 µM],3,u,0%
CCCSCCCNC(=O)c1ccc2c(c1)nc1n2CCCCC1,-12%,-17%,-4,x,x,x,x,-12%,x
CSc1nc2ccccc2c(=O)n1N,5%,6%,5,-2%,4%,-8%,5,-4%,-3%
CCCN(CCC)S(=O)(=O)c1ccc(Cl)c([N+](=O)[O-])c1,-4%,13µM*,-15,23µM*,u,6%,-103*,3%,u
O=C(Nc1ccc(N2CCOCC2)c(Cl)c1)c1ccc(S(=O)(=O)N2CCOCC2)cc1,u,-21%,-9,-14%,23%,16%,59,u,u
O=C(Nc1ccncc1)Nc1ccc(F)cc1,-5%,6%,-2,3%,1%,16%,u,28%,6%
CC1(C)CC(=O)C2=C(C1)OC(N)=C(C#N)C21C(=O)N2CCCc3cccc1c32 (stereo not given),-19%,4%,3,0%,4%,-2%,-7,-18%,12%
CC(C)Cc1nc(SCC(=O)N2CCCCC2)c2c(=O)n(C)c(=O)n(C)c2n1,-10%,-25%,0,-2%,-1%,3%,24,-13%,-11%
CCCc1nc2c(sc3nc4c(cc32)COC(C)(C)C4)c(=O)o1,0%,-26%,2,9%,22%,-3%,11,9%,9%
CCC(C)c1ccc(S(=O)(=O)N2CCN(C(=O)c3ccc(Cl)c(S(=O)(=O)N4CCOCC4)c3)CC2)cc1 (stereo not given),u,1%,3,-27%,0%,0%,12,-23%,-10%
Cc1ccc(C(=O)CSc2nc(O)cc(=O)[nH]2)cc1C,-3%,3%,0,-25%,7%,-7%,3,-12%,-24%
Cc1ccc(Cn2c(SCC(=O)N/N=C/c3ccccc3OCC(=O)O)nc3ccccc32)cc1,-1%,-8%,-3,-11%,0%,-4%,0,-5%,0%
Cc1cc(C)c2c(=O)[nH]c(SCC(=O)N3CCCCC3)nc2n1,6%,2%,-5,6%,4%,0%,-8,-26%,5%
COc1cccc(NC(=O)CNC(=O)c2ccc(F)cc2)c1,0%,5%,-7,-2%,40%,8%,24,-23%,-4%

# Screening results from PubChem BioAssay.

# No enrichment for hits. About 11% of those tested had a hit in this group.
